ELG1 genotox – inducers of genotoxicity in HEK293T ELG1-luciferase cells. 1.3% of 330,000 active. Potency, µM (top dose mostly 46 µM), inactives show at the highest dose activity change, positive = activation, hits mostly activators. AID 504466. HEK293T ELG1-luciferase reporter, luminescence, 16 h; also: % of control where 0% means no effect; nearly all actives have a fitted effect of over 60% in size
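Quantitative HTS format in 1536-well plates. HEK293T ELG1-luciferase reporter cells receive test compound and are incubated 16 hr at 37 °C, 5% CO2; ONE-Glo added, 30 min room temperature, then luminescence read.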
FLuc modulator – inhibits or activates purified firefly luciferase, miR-21 counter-screen; P08659; purified FLuc, Km substrates, luminescence inhibition; AID 588342; 6.9% of 360,000 active; Potency, µM (highest dose often 57.5 µM), without a hit: top-dose activity change, negative = inhibition, hits mostly inhibitors;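 also: plate controls were vehicle for no effect and reference inhibitor for full effect; nearly all actives have a fitted effect of over 55% in size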
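Purified P. pyralis luciferase, 10 nM final, with Km-level 10 uM D-luciferin and 10 uM ATP in 50 mM Tris acetate pH 7.5, 10 mM Mg acetate, 0.01% Tween-20, 0.05% BSA; 6-point qHTS titration about 60 µM downward; luminescence read.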
p53 reactivator – re-activators of mutant p53; H1299 p53-A138V BP100-luciferase reporter, luminescence, 24 h; Potency, µM (titrated, usually from 92.2 µM), without a hit: top-dose activity change, positive = activation, usual class: activators; AID 504706; 0.063% of 320,000 active; also: % of control where 0% means no effect; nearly all actives have a fitted effect of over 45% in size
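p53-null H1299 cells stably carrying temperature-sensitive p53-A138V and a BP100-luciferase reporter were pinned with compounds (4-point, 1:5 series) and held 24 hrs at 37 deg C. Luminescence was read 10 min after detection reagent.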
NPC1 prom act – NPC1 promoter activation | 2.4% of 320,000 active | Huh7 NPC1 promoter luciferase reporter, 24 h | Potency, µM (series often up to 9.22 µM), inactives show at the highest dose activation, most hits filed as activators;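 also: % of control where 0% means no effect; nearly all actives have a fitted effect of over 60% in size; reporter is driven by a mutant NPC1 promoter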
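NPC1 promoter–luciferase Huh7 cells; 24 h compound; luminescence.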
Gal4-VP16 FLuc – counter-screen for ROR gamma inhibitors: Gal4-VP16 reporter; Drosophila S2 Gal4-VP16 UAS-luciferase, luminescence, 20 h; Potency, µM (top dose mostly 53.6 µM), for inactives: at the top dose activity, negative = inhibition, hits mostly inhibitors; 3.5% of 310,000 active; AID 2546;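 also: Gal4-VP16 expression switched on by copper sulfate through the metallothionein promoter; % is scaled to controls: 0 for no effect and ±100 for the full control effect; nearly all actives have a fitted effect of over 50% in size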
RORgamma inh – ROR gamma (mouse) transcription inhibition; Potency, µM (highest dose often 53.6 µM), without a hit: at the top dose activity change, negative = inhibition, hits mostly inhibitors; Drosophila S2 Gal4-RORgamma UAS-luciferase reporter, 20 h; P51450; 5.4% of 310,000 active; also: % is scaled to controls: 0 for no effect and ±100 for the full control effect; nearly all actives have a fitted effect of over 60% in size
Target sequence (P51450 whole entry, looked up, the tested form may be a part): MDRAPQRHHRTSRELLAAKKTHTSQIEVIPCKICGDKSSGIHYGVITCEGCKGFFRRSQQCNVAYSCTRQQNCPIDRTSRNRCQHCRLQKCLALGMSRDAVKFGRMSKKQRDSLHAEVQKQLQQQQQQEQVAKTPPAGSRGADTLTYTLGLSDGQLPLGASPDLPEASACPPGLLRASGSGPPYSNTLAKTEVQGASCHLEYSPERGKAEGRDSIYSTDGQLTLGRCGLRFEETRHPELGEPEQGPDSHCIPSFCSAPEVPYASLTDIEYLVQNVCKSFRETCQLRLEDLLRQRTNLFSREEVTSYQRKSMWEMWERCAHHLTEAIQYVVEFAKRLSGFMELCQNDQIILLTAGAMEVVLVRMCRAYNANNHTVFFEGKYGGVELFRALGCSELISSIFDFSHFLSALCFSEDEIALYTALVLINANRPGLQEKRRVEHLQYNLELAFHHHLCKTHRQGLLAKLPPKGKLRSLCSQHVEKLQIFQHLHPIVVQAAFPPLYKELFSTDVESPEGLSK
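Stably transfected Drosophila Schneider cells are the test system, with ROR gamma fused to Gal4 and luciferase under UAS control; luminescence is read after 20 hr of 700 uM copper sulfate induction at ambient temperature.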
BRCA1 expr up – increases BRCA1 expression. Potency, µM (series often up to 46.1 µM), inactives show at the top dose activation, actives largely listed as activators. 1.1% of 380,000 active. MCF7-BRCA1-FFLuc reporter, luminescence, 48 h; response scale: scaled: vehicle 0%, 10 µM genistein 100%. AID 624202; also: nearly all actives have a fitted effect of over 80% in size; some results filed as inactive show a strong effect at the top dose
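Quantitative HTS in MCF7 cells stably reporting BRCA1 expression via firefly luciferase. Compound treatment lasts 48 h at 37 °C in phenol-red free MEM. Activation is expressed relative to genistein at 10 microM and DMSO.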
Rab9 prom act – activates the Rab9 promoter; Huh7 Rab9 promoter-luciferase reporter, luminescence, 24 h; Potency, µM (doses to about 9.22 µM), for inactives: at the top dose activation, negative = inhibition, usual class: activators; 2.8% of 320,000 active; AID 485297; also: % of control where 0% means no effect; nearly all actives have a fitted effect of over 60% in size
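Luminescence from Amplite-detected luciferase (10 minutes, ambient) reports Rab9 promoter activation. Before that, stable Rab9-luciferase Huh7 cells (1500/well, reduced-serum OP-MEM I plus 10% FBS) were exposed to compound for 24 hours at 37C.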
uPA surface inh – blocks generation of uPA at the cell surface | cell surface uPA generation assay, qHTS | Potency, µM (titrated, usually from 38.3 µM), inactives show top-dose activity change, negative = inhibition, hits mostly inhibitors | 0.31% of 330,000 active; active = well fitted inhibition curve with a large enough effect; inconclusive = small, poorly fitted or top-dose-only effect; inactive = no such curve, though single readings can be large or run the other way; tested in mouse RAW 264.7 cells; also: % is scaled to controls: 0 for no effect and ±100 for the full control effect; nearly all actives have a fitted effect of over 55% in size
MBNL1 CUG block – blocks human MBNL1 binding to CUG repeat RNA | Potency, µM (top dose mostly 57.5 µM), for inactives: at the top dose activity change, negative = inhibition, actives largely listed as inhibitors | 0.036% of 280,000 active | Q9NR56 | AID 2675 | TR-FRET MBNL1-His/biotin-(CUG)12 binding, 665/545 ratio; active = well fitted inhibition curve with a large enough effect in the signal ratio, with a control signal flat, not every such curve was filed as active; inconclusive = small, poorly fitted or top-dose-only effect, or effect the other way, or a change in a side signal; inactive = no such curve, though single readings can be large or run the other way; the % refers to the signal ratio; also: % is scaled to controls: 0 for no effect and ±100 for the full control effect
Target sequence (Q9NR56 whole entry, looked up): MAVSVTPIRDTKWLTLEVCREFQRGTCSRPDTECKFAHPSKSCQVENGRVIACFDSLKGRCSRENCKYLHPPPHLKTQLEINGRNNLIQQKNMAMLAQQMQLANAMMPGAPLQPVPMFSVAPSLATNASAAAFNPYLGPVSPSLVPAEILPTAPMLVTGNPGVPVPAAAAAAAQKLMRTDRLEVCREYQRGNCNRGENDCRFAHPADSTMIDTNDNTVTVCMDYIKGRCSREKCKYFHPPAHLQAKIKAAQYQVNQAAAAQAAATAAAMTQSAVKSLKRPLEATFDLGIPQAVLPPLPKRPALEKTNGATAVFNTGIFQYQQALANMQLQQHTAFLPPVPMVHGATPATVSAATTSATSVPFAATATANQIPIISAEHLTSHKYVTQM
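TR-FRET between His-tagged MBNL1 and biotin-(CUG)12 RNA, detected with Tb anti-His antibody (0.055 ng/ul) and streptavidin-XL665 (5 nM), 60 min at room temperature. Compounds titrated 92 nM to 58 uM; 665/545 nm ratio normalized to buffer and complex controls.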
The depositor's hits bear a star; u = inconclusive; x = no result given; & = joins results of further samples; [ ] = dose if it differs, or a comment. Unless noted, calls follow the shape of the dose curve; as a rule, active = well fitted curve in the direction sought with a large enough effect; inconclusive = small, poorly fitted or top-dose-only effect, or another doubt; inactive = no such curve, though single readings can be large; an effect the other way counts as inactive or inconclusive. Potency is read from the fitted curve at half-maximal effect.

SMILES	ELG1 genotox	FLuc modulator	p53 reactivator	NPC1 prom act	Gal4-VP16 FLuc	RORgamma inh	BRCA1 expr up	Rab9 prom act	uPA surface inh	MBNL1 CUG block
O=C(O)C(Oc1ccc2c(c1)oc(=O)c1ccccc12)c1ccccc1 (stereo not given)	-2%	2%	x	1%	-7%	1%	-15%	-4%	-8%	1%
O=C(Nc1ccc(Cl)cc1)Nc1nc(-c2ccccc2)cs1	14%	-6%	3%	0%	-15%	8%	1%	-5%	-6%	-1%
COc1ccc(-c2nc(NC(=O)c3ccccc3)sc2-c2ccc([N+](=O)[O-])cc2)cc1	-7%	-2%	-1%	-2%	6%	-18%	-32%	0%	13%	12%
O=C(c1cc(C2CC2)nc2ccc(Br)cc12)N1N=C(C(F)F)CC1(O)C(F)F (stereo not given)	-6%	-2%	10%	0%	-12%	-6%	-3%	10%	-5%	7%
COc1ccccc1N(CN1CCCC1=O)C(=O)c1c(F)cccc1Cl	11%	5%	-13%	1%	x	1%[0.365 µM]	1%	0%	x	-18%
O=C(COC(=O)c1ccc[nH]c1=O)NCC1CCCO1 (stereo not given)	-3%	1%	4%	-1%	1%	-41%	7%	-6%	-2%	7%
Cc1[nH]c2ccc(Br)cc2c(=O)c1CN1CCOCC1	1%	-2%	-5%	0%	-4%	-4%	-40%	-4%	-2%	-6%
C(=N/n1c2ccccc2c2ccccc21)/c1ccco1	-9%	0%	-1%	-5%	-24%	-16%	-46%	-2%	6%	9%
C/C(=N\NC(=O)COc1ccc(C(C)(C)C)cc1)c1ccc(OC(F)F)cc1	-2%	u	6%	3%	u	u	20%	1%	3%	-11%
CC(C)CCOCC(=O)Nc1cccc(C(=O)O)c1	u	5.4µM*	-2%	0.71µM*	-3%	20%	14%	0.5µM*	x	-3%
Cc1ccc(CS(=O)(=O)Cc2ccc(C(=O)NCCCN3CCOCC3)o2)cc1	2%	1%	0%	-1%	-1%	7%	-4%	-8%	4%	0%
COC(=O)c1nn(-c2ccc(OC)cc2)c(=O)cc1Oc1ccccc1	1%	-1%	-2%	1%	0%	-6%	-12%	1%	1%	u
CN(C)c1ccc(P(=O)(Nc2ccccc2)N2CCOCC2)c(NC(=O)c2cccs2)c1 (stereo not given)	-2%	u	13%	0%	-2%	22%	-51%	3%	8%	u
COc1ccc(OC)c(NC(=O)CCNS(=O)(=O)c2cccc3nsnc23)c1	-1%	0%&0%	1%	-3%	-2%	1%	-6%&1%	-1%	6%	u
Cc1nn(C)cc1CN(C)C(=O)CC12CC3CC(CC(C3)C1)C2	-2%	u	13%	-6%	-9%	-1%	-20%	-4%	-2%	1%
O=S(=O)(c1cccc(-c2nc3n(n2)Cc2ccccc2-3)c1)N1CCCCC1	-10%	u	2%	0%	u	16%	1%	-2%	0%	-2%
FC(F)(F)c1cc(-c2ccco2)nc(-n2cnc3ccccc32)n1	0%	2%	-8%	2%	5%	-13%	-47%	-2%	x	4%
CSc1ccccc1C(=O)NCc1ccccc1	4%	3%	-4%	-1%	14%	43%	5%	-8%	-10%	1%
CC(=O)c1nn(-c2ccc(Br)cc2)cc1C(=O)c1ccccc1	2%	-3%	5%	-1%	u	-17%	-30%	-4%	4%	-13%
COc1cc(C(=O)NCCN2C(=O)S/C(=C\c3ccc(F)cc3)C2=O)ccc1OCC(=O)N1CCOCC1	0%	1%	1%	1%	-5%	-10%	2%	7%	8%	-1%
O=C(CN(Cc1ccccc1Cl)C(=O)c1ccc(CN2CCOCC2)o1)NCc1ccccc1	-2%	-3%	2%	-1%	0%	16%	-9%	2%	2%	-10%
CCOC(=O)/C=C1\SCC(=O)N1CC(=O)c1ccc[nH]1	5%	-1%	1%	-3%	-5%	20%	-1%	4%	-5%	-2%
COc1ccc(NC(=O)c2cc(-c3ccccc3)on2)cc1	11%	u	x	1%	-8%	-28%	u	2%	-7%	-2%
CCCc1cc(=O)[nH]c(SCC(=O)Nc2ccc(OC(F)F)cc2)n1	0%	-2%	-5%	4%	1%	32%	-9%	9%	2%	5%
O=C(Nc1cc([N+](=O)[O-])ccc1F)C1CC1	-3%	-1%	7%	-2%	-4%	33%	2%	-8%	1%	u
C=CCNC(=S)NC1CC(C)(C)NC(C)(C)C1	0%	0%	8%	-4%	-7%	7%	1%	-1%	3%	-10%
CN1C(C(=O)NCc2ccc(OC(F)(F)F)cc2)CC2Cn3c(nc4ccccc43)C21 (stereo not given)	0%	-1%	-2%	u	5%	24%	23%	-1%	4%	-6%
CCc1ccc(-c2cc(C)no2)cc1S(=O)(=O)N1CCN(c2ccc(OC)cc2)CC1	-7%	1%	-2%	-8%	2%	21%	-5%	-11%	-11%	7%
Cc1cc(N2CCOCC2)n2ncc(-c3ccccc3Cl)c2n1	9.2µM*	2.7µM*	u	2.5µM*	1%	6%	u	2.5µM*	-4%	3%
Cc1ccc(-c2nc3ncccc3o2)cc1NC(=S)NC(=O)c1ccco1	1%	3%	2%	1%	-4%	11%	-3%	-1%	0%	-2%
Cc1cc(F)ccc1NC(=O)CCc1ccc(S(=O)(=O)N2CCOCC2)cc1	1%	-1%	7%	0%	x	x	6%	-3%	-15%	x
CCC(C)(C)NC(=O)c1ccc2c(c1)OCCO2	11%	-3%	8%	-1%	-10%	7%	4%	15%	-3%	-2%
Cc1cc(C)cc(N(CC(=O)NC2CCCCC2)C(=O)CNC(=O)c2ccco2)c1	1%	0%	-6%	-4%	-2%	13%	-6%	-3%	-20%	-3%
CC(C)C(c1nnnn1C1CCCC1)N(C)C1CCCCC1 (stereo not given)	3%	2%	7%	2%	1%	6%	-18%	-4%	9%	-2%
O=C(N/N=C/C=N/NC(=O)c1ccco1)c1ccco1	-12%	-15%	7%	0%	1%	-15%	1%	1%	1%	1%
CC1(C)CC(=O)C2=C(C1)c1c(ccc3ccccc13)NC2c1cc([N+](=O)[O-])cc([N+](=O)[O-])c1O (stereo not given)	-6%	u	5%	1%	u	u	-81%	-5%	-2%	u
O=C1CCC(C(=O)N2CCC(CCO)CC2)CN1Cc1ccc(Cl)cc1 (stereo not given)	2%	0%	2%	1%	0%	-7%	-26%	-4%	-7%	-2%
O=C(Nc1ccccc1Cl)c1ccc2ccccc2c1	4%	-8%	33%	-8%	0%	-18%	5%	0%	-8%	0%
COC(=O)c1cc(OC(=O)c2ccc(=O)[nH]c2)cc(C(=O)OC)c1	-13%	0%	0%	-2%	-3%	-1%	9%	0%	0%	2%
Cc1ccc(-c2cc(C(=O)NCc3ccccn3)c3ccccc3n2)cc1C	-4%	1.5µM*	u	19%	-29%	u	-62%	23%	-6%	21%

Complete entries, quoted from the list. Screens in order: ELG1 genotox | FLuc modulator | p53 reactivator | NPC1 prom act | Gal4-VP16 FLuc | RORgamma inh | BRCA1 expr up | Rab9 prom act | uPA surface inh | MBNL1 CUG block
Results for `Cc1cc(F)ccc1NC(=O)CCc1ccc(S(=O)(=O)N2CCOCC2)cc1` : 1% | -1% | 7% | 0% | x | x | 6% | -3% | -15% | x
Results for `Cc1ccc(-c2nc3ncccc3o2)cc1NC(=S)NC(=O)c1ccco1` : 1% | 3% | 2% | 1% | -4% | 11% | -3% | -1% | 0% | -2%
Results for `CCOC(=O)/C=C1\SCC(=O)N1CC(=O)c1ccc[nH]1` : 5% | -1% | 1% | -3% | -5% | 20% | -1% | 4% | -5% | -2%

Later entries.
SMILES	ELG1 genotox	FLuc modulator	p53 reactivator	NPC1 prom act	Gal4-VP16 FLuc	RORgamma inh	BRCA1 expr up	Rab9 prom act	uPA surface inh	MBNL1 CUG block
COC(=O)c1ccc(C2/C(=C(/O)c3ccc4c(c3)CC(C)O4)C(=O)C(=O)N2CCN2CCOCC2)cc1 (stereo not given)	0%	1%	-2%	-3%	1%	0%	1%	-17%	-4%	16%
O=C(CC1(O)C(=O)N(Cc2ccccc2)c2ccccc21)c1ccc2c(c1)OCO2 (stereo not given)	-3%	3%	-3%	0%	0%	5%	-27%	-1%	3%	-4%
CN(Cc1nccn1C)C(=O)CC1C(=O)NCCN1Cc1cccc(Oc2ccccc2)c1 (stereo not given)	1%	-1%	1%	0%	-8%	-9%	-4%	1%	11%	5%
O=C(Cc1ccccc1)NC(NC(=O)Cc1ccccc1)c1cccc([N+](=O)[O-])c1	u	2%	-8%	1%	-13%	2%	-6%	-3%	u	4%
O=S(=O)(NC1CCc2ccccc21)c1ccc(S(=O)(=O)N2CCCC2)cc1 (stereo not given)	-18%	3%	-2%	-1%	-1%	0%	-10%	-2%	-5%	-3%
CN1CCN(C(=O)C2(NC(=O)NCc3ccccc3)CCCCC2)CC1	2%	-5%	-16%	-2%	-2%	-3%	-7%	13%	-3%	u
CCCCCCCC(=O)N1CCN(c2cc3c(cc2F)c(=O)c(C(=O)O)cn3CC)CC1	2%	u	2%	0%	0%	6%	-1%	-2%	10%	0%
CCCN(CC(=O)Nc1ccccc1C)C(=O)c1ccc(N2CCCCC2)c([N+](=O)[O-])c1	-1%	1%	-7%	-10%	x	x	-19%	-5%	-2%	x
Nc1nnnn1/N=C/c1ccccn1	2%	-10%	4%	11%	-11%	-7%	-3%	9%	x	u
COc1ccc(-c2cc(C(=O)Nc3ccc(OC)cc3OC)no2)cc1	-1%	-3%	-2%	1%	-13%	-18%	-19%	2%	-9%	-3%
CCN(CC)C(=O)CN1C(=O)C2CC=C(Cl)CC2C1=O (stereo not given)	1%	1%	5%	2%	-2%	7%	-14%	-3%	5%	10%
